Screens: PubChem BioAssay, National Center for Advancing Translational Sciences (NCATS)
TRHR PAM: TRH receptor (human) allosteric enhancement; AID 493056; enhancement, % at 2 µM; 0.66% of 360,000 active; TRHR cells, fluo-8 calcium fluorescence, EC20 TRH enhancement; in the data active means enhancement above about 30%; further: 0% is about no effect
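Enhancer read-out: after compound pinning and an initial kinetic agonist-mode read, an EC20 of TRH (10 nM final) was injected and fluo-8 calcium signal (Ex 480/Em 530) followed at 1 s/cycle for 100 cycles in TRHR-expressing cells.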
RXFP1 antag: antagonists of human relaxin receptor RXFP1; Q9HBX9; HEK293-RXFP1, relaxin-stimulated cAMP HTRF, 30 min; stronger effect = lower value; activity change, negative = inhibition, % at 57.5 µM; 0.59% of 350,000 active;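 active means activity change of -60% or lower, but not beyond a set lower limit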; further: on the % scale 0 is the no-effect control and ±100 the full control effect
D2 agonist: activates the human D2 dopamine receptor | P14416 | HEK293 T-REx D2 cells, calcium flux agonist mode | activation, % at 2 µM | 0.53% of 340,000 active;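 active means activation over 3 SD above normal in the single-dose calcium agonist read, cut at about 30% in these data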; further: 0% is about no effect
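Agonism is scored from calcium flux in a force-coupled, inducible HEK293 cell line expressing D2, read kinetically for 180 s after compound addition against dopamine controls.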
D2 antag: D2 dopamine receptor (human) antagonism. inhibition, % at 10 µM. AID 485344. 2% of 340,000 active. P14416. HEK293 TREx D2 cells, calcium flux, dopamine EC80; in the data active means inhibition above about 30%; further: 0% is about no effect
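In this primary screen, negative modulation is detected by tracking calcium flux after an EC80 dopamine challenge in inducible HEK293 T-REx D2 cells preexposed to test compound for 180 s.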
D1 ag: human D1 receptor agonism; HEK293 T-REx D1 cells, calcium flux, agonist mode; activation, % at 2 µM; 1% of 360,000 active; further: 0% is about no effect
Target sequence (P21728 whole entry, looked up): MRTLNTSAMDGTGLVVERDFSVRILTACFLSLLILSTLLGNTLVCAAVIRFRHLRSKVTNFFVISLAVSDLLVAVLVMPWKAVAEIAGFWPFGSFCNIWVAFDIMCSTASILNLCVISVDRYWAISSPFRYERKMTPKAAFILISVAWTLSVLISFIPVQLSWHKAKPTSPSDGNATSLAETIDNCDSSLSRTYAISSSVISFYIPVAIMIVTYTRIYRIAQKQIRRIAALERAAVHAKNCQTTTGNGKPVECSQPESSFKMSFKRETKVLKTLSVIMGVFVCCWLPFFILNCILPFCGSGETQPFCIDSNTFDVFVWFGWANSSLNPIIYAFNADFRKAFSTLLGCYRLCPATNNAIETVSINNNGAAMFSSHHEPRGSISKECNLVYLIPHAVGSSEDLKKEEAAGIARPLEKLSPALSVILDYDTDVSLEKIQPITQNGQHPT
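Agonism was scored from calcium flux recorded over 180 s (1 read/s) after pintool compound addition, following a 10-cycle baseline. Cells were inducible force-coupled HEK293 TREx D1, plated overnight at 30 C and loaded with no-wash calcium dye.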
TRHR agonist: TRH receptor (human) agonism; P34981; TRHR cells, calcium flux fluo-8, FDSS agonist mode; activation, % at 2 µM; 0.18% of 360,000 active; further: 0% is about no effect
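In this calcium-flux screen, cells bearing human TRHR are dye-loaded with fluo-8, baselined for 10 cycles, then exposed to library compounds; positive kinetic calcium responses during the agonist phase mark hits, with TRH as control.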
D1 PAM: human D1 dopamine receptor positive modulation; P21728; HEK293 TREx D1 cells, calcium flux, dopamine EC20 potentiation; potentiation, % at 10 µM; 0.036% of 360,000 active; in the data active means potentiation above about 30%; further: 0% is about no effect
D1 antagonist: human D1 dopamine receptor antagonism. P21728. HEK293 TREx D1 cells, calcium flux, dopamine EC80; stronger effect = lower value. activity change, negative = inhibition, % at 10 µM. 3.2% of 360,000 active. AID 504652; in the data active means activity change below about -30%; further: on the % scale 0 is the no-effect control and ±100 the full control effect
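Kinetic fluorescence of a calcium dye serves as the read-out. D1-expressing Hek293 Trex cells, induced overnight at 30 C, are exposed to compound for 180 s before an EC80 dopamine addition, then read 180 s further.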
D2 potentiator: positively modulates the human D2 dopamine receptor allosterically. P14416. potentiation, % at 10 µM. HEK293 T-REx D2, calcium flux, EC20 dopamine potentiation. 0.34% of 340,000 active;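 active means potentiation over 3 SD above the plate norm, cut at about 30% in these data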; further: 0% is about no effect
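Using a no-wash calcium dye in inducible, force-coupled HEK293 Trex cells expressing D2, we tracked fluorescence each second for 180 s after compound, then for 180 s after EC20 dopamine to detect augmented signalling.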
An asterisk follows results filed as active; nt = not tested or not shown. Unless noted, no stated cut-off is given here; in the data, active means activation above about 30%; inactive means the rest.

The first eleven compounds, ahead of the listing:
Screens in order – TRHR PAM	RXFP1 antag	D2 agonist	D2 antag	D1 ag	TRHR agonist	D1 PAM	D1 antagonist	D2 potentiator
#1 COc1ccc(C2NC(=O)NC(C)=C2C(=O)Nc2cccc(C)c2C)cc1 (configuration not stated)
    -6	nt	0.2	-3	4	0.0	-10	10	4
#2 CC(C)C(NC(=O)c1ccc(C(C)(C)C)cc1)C(=O)N1CCC(C(N)=O)CC1 (configuration not stated)
    2	6	0.0	-5	0	0.2	-6	-24	-2
#3 CCCS(=O)(=O)Nc1cccc(-c2cn3ccc(C)cc3n2)c1
    -1	nt	-0.8	nt	3	-3.2	4	8	-4
#4 Cc1ccc(NC(=O)c2ccc(S(=O)(=O)NCc3ccco3)cc2)nc1
    -2	-12	-0.4	6	3	-0.5	-1	-2	-2
#5 Cc1cccc(NC(=O)CCNC(=O)c2ccc(Br)cc2)c1C
    -1	20	0.6	0	1	-0.2	-8	-19	-4
#6 OCCNc1cnc2ccccc2n1
    4	-8	0.6	8	5	0.5	-5	-5	-8
#7 O=C(C/C=N/OCc1ccccc1F)c1cnc(-c2ccc(Cl)cc2)s1
    12	-14	0.1	-10	3	-0.4	-2	-15	-4
#8 CCOc1ccc(CNC(=O)C2CCN(S(=O)(=O)c3ccc4c(ccn4C)c3)CC2)cc1
    8	3	0.1	nt	4	0.0	1	-2	4
#9 O=[N+]([O-])c1cccnc1Oc1ccc(OCc2ccccc2)cc1
    -13	-27	0.8	-15	22	1.1	-5	-18	-3
#10 COc1ccc(OC)c(S(=O)(=O)Nc2c(C)nn(C)c2C)c1
    5	-1	-0.2	6	2	0.1	7	2	2
#11 Cc1ccc(S(=O)(=O)c2cc3c(=O)n4cccc(C)c4nc3n(Cc3ccco3)c2=N)cc1C
    5	nt	nt	nt	2	2.2	-2	-1	nt

The list itself, from the start:
Screens in order – TRHR PAM	RXFP1 antag	D2 agonist	D2 antag	D1 ag	TRHR agonist	D1 PAM	D1 antagonist	D2 potentiator
#1 COc1ccc(C2NC(=O)NC(C)=C2C(=O)Nc2cccc(C)c2C)cc1 (configuration not stated)
    -6	nt	0.2	-3	4	0.0	-10	10	4
#2 CC(C)C(NC(=O)c1ccc(C(C)(C)C)cc1)C(=O)N1CCC(C(N)=O)CC1 (configuration not stated)
    2	6	0.0	-5	0	0.2	-6	-24	-2
#3 CCCS(=O)(=O)Nc1cccc(-c2cn3ccc(C)cc3n2)c1
    -1	nt	-0.8	nt	3	-3.2	4	8	-4
#4 Cc1ccc(NC(=O)c2ccc(S(=O)(=O)NCc3ccco3)cc2)nc1
    -2	-12	-0.4	6	3	-0.5	-1	-2	-2
#5 Cc1cccc(NC(=O)CCNC(=O)c2ccc(Br)cc2)c1C
    -1	20	0.6	0	1	-0.2	-8	-19	-4
#6 OCCNc1cnc2ccccc2n1
    4	-8	0.6	8	5	0.5	-5	-5	-8
#7 O=C(C/C=N/OCc1ccccc1F)c1cnc(-c2ccc(Cl)cc2)s1
    12	-14	0.1	-10	3	-0.4	-2	-15	-4
#8 CCOc1ccc(CNC(=O)C2CCN(S(=O)(=O)c3ccc4c(ccn4C)c3)CC2)cc1
    8	3	0.1	nt	4	0.0	1	-2	4
#9 O=[N+]([O-])c1cccnc1Oc1ccc(OCc2ccccc2)cc1
    -13	-27	0.8	-15	22	1.1	-5	-18	-3
#10 COc1ccc(OC)c(S(=O)(=O)Nc2c(C)nn(C)c2C)c1
    5	-1	-0.2	6	2	0.1	7	2	2
#11 Cc1ccc(S(=O)(=O)c2cc3c(=O)n4cccc(C)c4nc3n(Cc3ccco3)c2=N)cc1C
    5	nt	nt	nt	2	2.2	-2	-1	nt
#12 Cc1ccccc1OC(=O)c1cc(-c2ccc3c(c2)OCCO3)on1
    -3	nt	-1.8	nt	8	0.0	-2	-46*	22
#13 O=C(NCC(c1ccc(F)cc1)N1CCOCC1)c1ccc(Br)o1 (configuration not stated)
    -4	15	-0.1	-7	0	-0.3	0	16	11
#14 O=C(Nc1ccc(F)cc1F)c1ccc(CN2CC(=O)N3CCCCC3C2=O)cc1 (configuration not stated)
    1	-5	-1.7	nt	1	0.3	-4	-1	26
#15 CCn1cc(C(=O)N[C@@H](CCSC)C(=O)NCCOC)c(=O)c2cc3c(cc21)OCO3
    0	-2	-2.8	24	0	-1.5	8	-2	3
#16 Cc1ccccc1-n1c(SCC(=O)c2c(N)n(C)c(=O)n(C)c2=O)nnc1-c1cccnc1
    12	-1	0.1	-11	2	0.1	-1	-10	2
#17 C=CCNC(=O)COc1cc(C)cc(C)c1C
    0	2	-1.2	0	0	1.0	-2	3	1
#18 Cc1cc(C)c2oc(-c3cccc(NC(=O)c4cccc(F)c4)c3C)nc2c1
    1	nt	0.0	nt	1	0.3	-3	-4	-6
#19 COc1ccc2[nH]c(C)c(CCNC(=S)Nc3ccccc3C)c2c1
    4	nt	1.7	-7	2	0.0	-2	1	2
#20 COc1ccc2sc(-c3ccc(N(C)C)cc3)c(C#CCCO)c2c1
    7	nt	-0.1	0	5	1.2	0	nt	0
#21 CC1=CC(C)(C)N(C(=O)CSc2nncn2C)c2ccccc21
    0	-3	-0.1	5	1	0.0	-2	-8	5
#22 O=C(c1cc(-c2ccccc2)nc2ccccc12)N1CCN(c2ccccn2)CC1
    -11	-7	-0.8	-7	2	0.8	4	7	8
#23 CSc1nnc(-c2ccc(C(F)(F)F)nc2C)o1
    -1	-5	-0.5	-11	6	0.2	0	-13	-2
#24 CC(C)CCN1CCN(Cc2ccc(Sc3nncn3C)o2)CC1CCO (configuration not stated)
    2	1	-0.5	9	0	0.3	3	-1	18
#25 CCOc1ccc(NCc2nnc(SCC(=O)Nc3cc(C)on3)n2-c2ccccc2OC)cc1
    0	-4	-1.0	5	0	-0.3	-2	-14	9
#26 O=C(NCCC1CCCCN1S(=O)(=O)c1ccc(Cl)cc1)C(=O)NCc1cccnc1 (configuration not stated)
    20	-8	0.2	7	0	0.1	1	-3	3
#27 O=C(CCSc1ccc(Cl)cc1)NN=C1CCCCCC1
    -3	3	0.5	11	3	2.7	-4	-14	0
#28 COc1ccc(C2C(=O)N(C3CCCCCC3)CC(=O)N2Cc2ccccc2)cc1 (configuration not stated)
    -8	13	0.9	nt	-3	-0.3	-1	-6	-11

Only D2 antag, D2 potentiator and TRHR PAM (2 entries from above):
item | Structure | D2 antag | D2 potentiator | TRHR PAM
8 | CCOc1ccc(CNC(=O)C2CCN(S(=O)(=O)c3ccc4c(ccn4C)c3)CC2)cc1 | nt | 4 | 8
19 | COc1ccc2[nH]c(C)c(CCNC(=S)Nc3ccccc3C)c2c1 | -7 | 2 | 4
